Compound activity (PubChem)
SK-BR-3 tox 24h: SK-BR-3 proliferation inhibitors | SK-BR-3 viability, CellTiter-Glo ATP luminescence, 24 h; active compounds read low | viability, % at 10 µM | 0.47% of 41,000 active | AID 847;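 active = viability at or below the median of all test compounds minus 3 SD, in both replicates if run twice, cut at about 45% in these data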;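 also: 100% = median untreated cell wells and 0% = median positive control drug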
* hit, by the source's call.

SMILES | SK-BR-3 tox 24h
COc1ccc(NC(=O)C2CCCN2C(=O)NC2CCCCC2)cc1OC (stereo not given) | 99.0
Cn1c(COc2ccc(Cl)cc2)nc2ccccc2c1=O | 59.3
COC(=O)C1=C(C)OC(N)=C(C#N)C1C1CCCCC1 (stereo not given) | 119.7
Cc1ccc(N(Cc2cc(=O)[nH]c3ccccc23)C(=O)c2ccco2)cc1 | 90.0
CC(C)c1nnc(NC(=O)CSc2nc3ccccc3s2)s1 | 89.0
COn1cnnc1-c1ccccc1 | 92.1
O=C1C2C3C=CC(C3=C3CCCCC3)C2C(=O)N1c1ccccc1 (stereo not given) | 81.5
COc1ccc(-c2[nH]ncc2-c2cnn(-c3ccccc3)c2)c(O)c1 | 107.3
C=CCn1c(=O)[nH]c2cc(C(=O)N3CCN(c4cc(C)ccc4C)CC3)ccc2c1=O | 68.7
CCOC(=O)N1CCC(c2[nH][nH]c(=O)c2C)CC1 | 87.2
CC1=C(C(=O)Nc2ccccc2C)C2(CCCC2)C(C(N)=O)C(=O)N1 (stereo not given) | 77.1
COc1ccccc1OCC(=O)N(Cc1nc(-c2ccccc2)no1)C1CCCCC1 | 86.2
Cc1cc(C)n(C(=O)CNC(=O)c2ccc3c(c2)OCCO3)n1 | 91.6
CCOC(=O)C1CCN(CC(=O)Nc2c(C(=O)OC)n(C)c3cccc(C)c23)CC1 | 111.7
COc1cccc(OCc2nc3ccccc3[nH]2)c1 | 97.8
Cc1ccc(C(=O)N2CCCC2)cc1S(=O)(=O)Nc1ccccc1 | 83.7
CC(C)C(=O)Nc1ccccc1N1CCN(S(C)(=O)=O)CC1 | 73.1
N#Cc1ccc(Oc2cccnc2)cc1C#N | 105.9
O=C(Cn1c(=O)oc2ccccc21)Nc1ccc(S(=O)(=O)N2CCCCC2)cc1 | 93.7
COc1ccc(OCc2cccc(C(=O)O)c2)cc1 | 91.7
CC1CCN(Cc2nc3c(c(=O)n(C)c(=O)n3C)n2CCN2CCOCC2)CC1 | 97.4
O=C(CSc1nnc(-c2ccccc2Cl)n1Cc1ccco1)Nc1ccc2c(c1)OCCO2 | 81.7
Cc1occc1C(=O)N1CCN(c2ccc(Cl)c(Cl)c2)CC1 | 88.4
COc1cccc(CNc2ncc(Br)cc2Br)c1O | 77.3
CC1(C)CC(n2c(NCCO)nc3c(c2=O)C2(CCCC2)Cc2ccccc2-3)CCO1 (stereo not given) | 88.3
O=C1C(Cl)=C(N2CCCCCC2)C(=O)N1c1ccccc1 | 75.0
CC(C)NS(=O)(=O)c1cccc2nsnc12 | 91.4
CC1CCCCN1S(=O)(=O)c1ccc(C(=O)Nc2nnc(-c3cccs3)o2)cc1 (stereo not given) | 81.0
Cc1nc(NCC2CCCO2)nc2c1C(=O)CC(C)C2 (stereo not given) | 88.2
Cc1ccc(Cl)c(Nc2ccccc2C(=O)O)c1Cl | 91.9
CSc1ccc(Cl)c(C(=O)OCC(=O)NCc2ccco2)c1 | 75.7
CC1=C(C(=O)OC2CCCCCC2)C(c2ccc(C)o2)C2=C(CCCC2=O)N1 (stereo not given) | 90.3
O=C(CN1CCN(c2ccc(F)cc2)CC1)N1CCOCC1 | 98.8
Cn1c(=O)c2ncn(CC(=O)NCCOc3ccc(C(C)(C)C)cc3)c2n(C)c1=O | 93.9
Cc1c(-c2nc(N)nc(Nc3ccccc3F)n2)oc2ccccc12 | 95.6
CCN1CCCC1Cn1cnc2c([nH]c3ccc(C)cc32)c1=O (stereo not given) | 89.2
Cc1onc(-c2ccccc2)c1C(=O)Nc1nnc(-c2ccncc2)s1 | 85.2
O=C(NC1(C(F)(F)F)C(=O)Nc2c1c(=O)[nH]c(=O)n2Cc1ccco1)C1CCCCC1 (stereo not given) | 105.4
CCc1nc2oc3ccccc3c(=O)c2c(=O)n1Cc1ccc(OC)cc1 | 84.3
Cc1cc(N(C)Cc2ccccc2)nc(-c2ccccc2)n1 | 69.7
CC12CCC(C(=O)N(c3ccccn3)c3ccccn3)(OC1=O)C2(C)C (stereo not given) | 114.5
CCn1c(COc2ccccc2C)nnc1SCC(=O)N1CCC(C)CC1 | 109.0
CCc1ccc(-c2nnn(Cc3nc4ccccc4s3)n2)cc1 | 96.1
Cc1cccc(C)c1NC(=O)N1CCN(C2CCCCC2)CC1 | 77.6
COC(=O)C1C(=O)C2=C(CC1C)NC(=O)CC2c1cccc(C)c1 (stereo not given) | 111.0
CN1C(=O)CC(N2CCN(c3ccc(Cl)c(Cl)c3)CC2)C1=O (stereo not given) | 97.4
COc1ccc(Cn2c(=O)oc3ccc(C)cc32)cc1OC | 97.8
Cc1ccc(C)c(NC2=CC(=O)CC(C)(C)C2)c1C#N | 97.5
Cc1ccc(NC(=O)Cn2c(=O)n(Cc3ccco3)c(=N)c3c4c(sc32)COC(C)(C)C4)cc1 | 76.5
O=C(NCc1ccco1)c1nc2nc(-c3cccs3)cc(C(F)(F)F)n2n1 | 103.1

Next part.
SMILES | SK-BR-3 tox 24h
CNC(=O)CN(c1ccc(OC)cc1)S(=O)(=O)c1ccc(F)cc1 | 79.9
COc1ccc(S(=O)(=O)N(C)CC(=O)Nc2ccccc2SC)cc1Cl | 96.8
Cc1ccc(-c2cc(C(=O)NCc3ccc4c(c3)OCO4)no2)cc1 | 87.3
CC(=O)c1ccc(C#CC(C)(C)O)s1 | 100.9
COc1ccc2cc(C(c3nnnn3C(C)(C)C)N3CCSCC3)c(=O)[nH]c2c1 (stereo not given) | 80.6
CC(C(=O)N1CC2(C)CC1CC(C)(C)C2)N1C(=O)c2ccccc2C1=O (stereo not given) | 92.6
c1cncc(-c2nnc(SCCSc3nnc(-c4cccnc4)o3)o2)c1 | 89.1
O=C(O)c1ccc(CSc2nnnn2C2CCCCC2)cc1 | 88.8
Cc1cc(C)nc(SCC(=O)NC2=NC(=O)C(C)S2)n1 (stereo not given) | 116.6
Cc1cc(NC(=O)CSc2nc(-c3cccnc3)ccc2C#N)no1 | 103.7

In a second layout: two of the compounds above.
mol	SK-BR-3 tox 24h
O=C(O)c1ccc(CSc2nnnn2C2CCCCC2)cc1	88.8
CC(=O)c1ccc(C#CC(C)(C)O)s1	100.9

Going on with the list:
SMILES | SK-BR-3 tox 24h
CCn1c(Cc2ccccc2)nnc1SCC(=O)NC(C)(C)C | 105.5
Cn1c(C2CCCN2C(=O)OC(C)(C)C)n[nH]c1=S (stereo not given) | 90.2
O=S(=O)(O)C1CCNCC1 | 107.8
CC(=O)Nc1ccc(C(=O)CS(=O)(=O)c2ccc(C)cc2)cc1 | 89.6
COc1ccccc1CNC(=O)C1COc2ccccc2O1 (stereo not given) | 97.2
CCC(=O)N1C(=O)CCN(C(C)=O)c2ccccc21 | 89.9
CC(C)C(NC(=O)c1ccccc1)C(=O)NCc1ccccn1 (stereo not given) | 89.1
CC1CCCc2sc3nc(NCc4ccco4)n4ncnc4c3c21 (stereo not given) | 89.9
O=C(N1CCCCCC1)N1CCN(S(=O)(=O)N2CCOCC2)CC1 | 82.8
Cc1cccc(C)c1NC(=O)C1(N(Cc2ccco2)C(=O)CC2NC(=O)NC2=O)CCCCC1 (stereo not given) | 100.0

Sorted by heavy-atom count (falling): part of the list above.
SMILES | SK-BR-3 tox 24h
Cc1cccc(C)c1NC(=O)C1(N(Cc2ccco2)C(=O)CC2NC(=O)NC2=O)CCCCC1 (stereo not given) | 100.0
O=C(N1CCCCCC1)N1CCN(S(=O)(=O)N2CCOCC2)CC1 | 82.8
CC(=O)Nc1ccc(C(=O)CS(=O)(=O)c2ccc(C)cc2)cc1 | 89.6
O=S(=O)(O)C1CCNCC1 | 107.8

Carrying on.
SMILES | SK-BR-3 tox 24h
CCOC(=O)N1CCC(NC(=O)c2cnn3cccnc23)CC1 | 94.7
O=c1[nH]c2cc3c(cc2cc1C(c1nnnn1Cc1ccccc1)N1CCCc2ccccc21)OCO3 (stereo not given) | 101.2
Cc1ccc2[nH]c3c(c2c1)CN(C(=O)CN1CCN(c2cccc(C)c2C)CC1)CC3 | 111.1
CC(C(=O)N1CCOCC1)N1C(=O)c2ccccc2C1=O (stereo not given) | 105.8
Cc1ccc(OCCN2CCN(C(=O)CCC(=O)Nc3nnc(C(C)C)s3)CC2)cc1 | 84.5
Cc1nnc(SCCC(=O)Nc2nc(-c3ccccc3)ns2)s1 | 89.2
COc1ccc2c(c1)c(=O)oc1cc(OCC(=O)NC3CC3)ccc12 | 79.3
COc1ccc(Nc2nc(N)nc(CN3CCOCC3)n2)cc1 | 92.6
O=C1CC(C(=O)Nc2nccs2)C(c2ccccc2)O1 (stereo not given) | 87.5
COc1ccccc1C1=NOC(Cn2c(=O)c3c(ncn3C)n(C)c2=O)C1 (stereo not given) | 102.9

Entries listed so far containing a CF3 group:
SMILES | SK-BR-3 tox 24h
O=C(NC1(C(F)(F)F)C(=O)Nc2c1c(=O)[nH]c(=O)n2Cc1ccco1)C1CCCCC1 (stereo not given) | 105.4
O=C(NCc1ccco1)c1nc2nc(-c3cccs3)cc(C(F)(F)F)n2n1 | 103.1

(next part)
SMILES | SK-BR-3 tox 24h
Cc1nn(Cc2ccccc2)c(C)c1CCC(=O)O | 104.6
Cn1c(C(=O)N2CCN(C(=O)c3ccco3)CC2)cc2c(=O)n3ccccc3nc21 | 88.0
COc1cc(NC(=O)c2ccc(NS(=O)(=O)c3c(C)noc3C)cc2)cc(OC)c1 | 82.3
CC(C)Sc1nc2sc3c(c2c2nnc(SCC(=O)NCc4ccco4)n12)CCCC3 | 82.8
CC(C)(O)c1cn(-c2nonc2N)nn1 | 93.8
CN(C)S(=O)(=O)c1ccc2c(c1)C(CC(=O)O)OC2=O (stereo not given) | 101.1
CC(C)C1Nc2ccc(S(N)(=O)=O)cc2C2C=CCC21 (stereo not given) | 104.0
CS(=O)(=O)N(CC(=O)N1CCN(c2ccccc2F)CC1)c1ccc2c(c1)OCCO2 | 112.1
CC(=O)N/C(=N/c1nc(C)cc(C)n1)Nc1ccc(NC(C)=O)cc1 | 89.7
CCOC(=O)C1CCN(C(c2cc3ccc(C)c(C)c3[nH]c2=O)c2nnnn2C2CCCCC2)CC1 (stereo not given) | 79.0
CCOc1ccc(OCC)c(S(=O)(=O)N2CCCCC2)c1 | 84.3
CCCCN1c2ccccc2N(CCCO)c2cc(C)nnc21 | 79.6
COC(=O)c1c(NS(=O)(=O)c2cccs2)sc2c1CCCC2 | 90.5
COc1ccccc1N1CCSC1C(N)=O (stereo not given) | 86.1
O=c1c2c3c(sc2n2cnnc2n1C1CCCCC1)CCC3 | 113.7
CCOC(=O)Cc1csc(-n2sc3ccccc3c2=O)n1 | 102.5
CCN(CC(=O)Nc1ccc(OC)c(OC)c1)S(=O)(=O)c1ccc(C)cc1 | 91.7
CC1CN(Cc2nc3c(c(=O)n(C)c(=O)n3C)n2CC(O)CO)CC(C)O1 (stereo not given) | 116.3
CCOC(=O)C1CCCN(S(=O)(=O)c2cc(OCC(N)=O)c(C)cc2Cl)C1 (stereo not given) | 86.9
O=C1CCCCCN1CSc1nc2ccccc2s1 | 94.6

Reprinted from the part before: two compounds; new compounds follow.
SMILES | SK-BR-3 tox 24h
CCOC(=O)C1CCCN(S(=O)(=O)c2cc(OCC(N)=O)c(C)cc2Cl)C1 (stereo not given) | 86.9
O=C1CCCCCN1CSc1nc2ccccc2s1 | 94.6
Cc1ccc(-n2nnnc2SCC(=O)Nc2cccc(NC(=O)c3ccco3)c2)cc1C | 104.0
COc1ccc(-n2c(C)cc(=O)c3c2CC(C)(C)CC3=O)cc1 | 84.3
O=C1c2ccccc2C(=O)N1CCc1nc2ccccc2c(=O)n1Cc1ccco1 | 112.6
CCOC(=O)C1CCCN(S(=O)(=O)c2ccc(C)cc2)C1 (stereo not given) | 92.9
CC(C)[N+]1(C)[C@@H]2CC[C@H]1CC(OC(=O)C(CO)c1ccccc1)C2 (stereo not given in full) | 101.9
COCCCn1c(C(C)C)nc2oc3cc(OC)ccc3c(=O)c2c1=O | 92.6
NC(=O)Nc1ccc(Oc2c(F)c(F)c(F)c(F)c2F)cc1 | 91.3
O=C(c1ccncc1)c1ccc(N2CCN(C3CC(=O)N(Cc4ccccc4)C3=O)CC2)cc1 (stereo not given) | 77.7
FC(F)(F)c1nnc2sc(-c3cccs3)nn12 | 84.6
CCn1nc(NC(=O)c2ccncc2)c2cc3cc(C)ccc3nc21 | 90.6
O=C(CCCCn1c(=O)c2ccccc2n(CC(=O)Nc2ccccc2)c1=O)NCc1ccco1 | 84.8
CCc1ccccc1NC1=NCC(=O)N1Cc1ccc2c(c1)OCO2 | 91.4
Cc1sc(-n2c(C)cc(/C=N/n3cnnc3)c2C)c(C#N)c1C | 81.0
O=C(O)CCC(=O)Nc1ccc(S(=O)(=O)Nc2nccs2)cc1 | 119.4
Cc1ccc(NC(=O)C(C)N2C(=O)c3ccccc3C2=O)cc1 (stereo not given) | 82.2
CSc1nnc2n(CCc3ccccc3)c(=O)c3c4c(sc3n12)CCCC4 | 94.5
CC(=O)Oc1cc2c(C(=O)NCCCN3CCOCC3)c(C)oc2c2ccccc12 | 87.7
O=C(NC1CCCC1)c1ccc2nc[nH]c2c1 | 88.3
CC(NC(=O)C(c1ccccc1)c1ccccc1)C(=O)O (stereo not given) | 125.6
Cc1c(C(C)NC(=O)Nc2ccc(F)cc2F)cnn1C (stereo not given) | 100.0
CC1Cc2ccccc2N1C(=O)CSc1nnc(NC(=O)Cc2cccs2)s1 (stereo not given) | 91.3
O=C(Nc1nc2c(s1)CCCC2)c1cccnc1 | 104.2
O=S(=O)(c1ccccc1)N1CCN(S(=O)(=O)c2ccccc2)C1 | 102.1
COc1cc(-c2nnc3sc(Cc4ccc(Cl)cc4)nn23)cc(OC)c1OC | 80.0
O=S(=O)(NCCc1ccncc1)c1cc(Br)ccc1F | 74.1
Cc1cc(C(C#N)c2ccccc2)n2ncnc2n1 (stereo not given) | 109.9
Cc1cc(C)c2cc(CN(CCO)C(=O)Nc3ccc(F)cc3)c(=O)[nH]c2c1 | 60.9
Cc1ccc(CNc2ccc3c(c2)OCO3)c(C)c1 | 84.0
O=C(Nc1ccccc1)N(CCN1CCOCC1)Cc1ccccc1F | 98.0
CCS(=O)(=O)N1CCCC(C(=O)NCC2CCCO2)C1 (stereo not given) | 80.7
Cn1nc(C(=O)Nc2ccc(S(=O)(=O)N3CCCC3)cc2)ccc1=O | 64.7
Cn1c(/N=C/c2cccs2)nc2ccccc21 | 89.1
CC(=O)Nc1nnc(SCC(=O)NCCOc2ccccc2)s1 | 90.7
Clc1ccc(OCCn2cnc3ccccc32)cc1 | 78.1
CCOc1ccccc1-n1c(SCC(=O)N2CCOCC2)nnc1-c1ccccn1 | 85.4

Not all compounds are listed. The share of hits here may be higher or lower than overall.
